Source: PubChem BioAssay (National Center for Advancing Translational Sciences (NCATS))
Coupling enz: qHTS Assay for Inhibitors of Fructose-1,6-bisphosphate Aldolase from Giardia Lamblia: Coupling assay counterscreen. coupling enzyme system counterscreen, AmpLite Red fluorescence. activity change, negative = inhibition, % at 58.2 µM, hits read low. 0.67% of 290,000 active. AID 2472, 2010; in the data active means activity change below about -30%; further: on the % scale 0 is the no-effect control and ±100 the full control effect
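Counterscreen lacking aldolase: glyceraldehyde-3-phosphate coupling-enzyme reagent preincubated 10 min at RT with compound (at 57.5 uM final), then substrate/coupling system with AmpLite Red added; fluorescence read at 525/598 nm after 20 min RT.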
uPA surface inh: qHTS for Inhibitors of Cell Surface uPA Generation; cell surface uPA generation assay, qHTS; Potency, µM (series often up to 38.3 µM), for inactives: at the highest dose activity change, negative = inhibition, usual class: inhibitors; 0.31% of 330,000 active; active means well fitted inhibition curve with a large enough effect; inconclusive means small, poorly fitted or top-dose-only effect; inactive means no such curve, though single readings can be large or run the other way; tested in mouse RAW 264.7 cells; further: potency means the concentration at half of the fitted maximal effect; on the % scale 0 is the no-effect control and ±100 the full control effect; nearly all actives have a fitted effect of over 55% in size
NPC1 promoter act: qHTS Assay for NPC1 Promoter Activators | Huh7 NPC1 promoter luciferase reporter, 24 h | Potency, µM (series often up to 9.22 µM), for inactives: at the highest dose activation, actives largely listed as activators | 2.4% of 320,000 active;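 further: potency means the concentration at half of the fitted maximal effect; % of control where 0% means no effect; nearly all actives have a fitted effect of over 60% in size; reporter is driven by a mutant NPC1 promoter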
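Huh7 cells stably carrying NPC1 promoter–luciferase, plated in Opti-MEM with 10% FBS for 2 h, were exposed to compound in DMSO for 24 h at 37 °C; luciferase reagent was added for 10 min and luminescence read.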
Tb PFK block: qHTS Assay to Find Inhibitors of T. brucei phosphofructokinase | ATP-dependent 6-phosphofructokinase (Trypanosoma brucei brucei), O15648 | T. brucei PFK, ADP-Glo luminescence | Potency, µM (series often up to 57.5 µM), for inactives: top-dose activity, negative = inhibition, hits mostly inhibitors | 0.17% of 330,000 active | AID 485367, 2010;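 further: potency means the concentration at half of the fitted maximal effect; 0% = uninhibited 1x PFK enzyme wells and -100% = no-enzyme wells; nearly all actives have a fitted effect of over 60% in size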
Target sequence (O15648 whole entry, looked up): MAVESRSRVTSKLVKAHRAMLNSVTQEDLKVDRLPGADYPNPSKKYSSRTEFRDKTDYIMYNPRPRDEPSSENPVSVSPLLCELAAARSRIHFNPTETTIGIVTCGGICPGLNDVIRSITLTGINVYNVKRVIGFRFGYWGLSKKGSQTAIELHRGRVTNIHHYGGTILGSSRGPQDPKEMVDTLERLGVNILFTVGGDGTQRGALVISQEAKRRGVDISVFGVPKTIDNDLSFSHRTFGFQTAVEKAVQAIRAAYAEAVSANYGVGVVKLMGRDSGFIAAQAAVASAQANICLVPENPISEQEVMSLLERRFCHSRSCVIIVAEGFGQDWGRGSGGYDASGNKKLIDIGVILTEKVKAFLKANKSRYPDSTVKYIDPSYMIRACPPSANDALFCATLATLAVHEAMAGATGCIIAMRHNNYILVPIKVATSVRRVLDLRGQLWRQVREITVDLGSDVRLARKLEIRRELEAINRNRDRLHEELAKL
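In TEA buffer at pH 8.0 with 5 mM MgCl2, enzyme (1.25 nM) converted F6P (0.5 mM) and ATP (0.1 mM) for 45 min at room temperature. ADP product was read by luciferase luminescence.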
Gal4-VP16 FLuc: VP16 counterscreen qHTS for inhibitors of ROR gamma transcriptional activity | Drosophila S2 Gal4-VP16 UAS-luciferase, luminescence, 20 h | Potency, µM (doses to about 53.6 µM), without a hit: at the highest dose activity, negative = inhibition, actives largely listed as inhibitors | 3.5% of 310,000 active | AID 2546, 2010;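 further: Gal4-VP16 expression switched on by copper sulfate through the metallothionein promoter; potency means the concentration at half of the fitted maximal effect; on the % scale 0 is the no-effect control and ±100 the full control effect; nearly all actives have a fitted effect of over 50% in size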
Giardia killer: Small Molecules that selectively kill Giardia lamblia: qHTS. Giardia lamblia trophozoite viability. activity change, % at 7.66 µM, hits read low. 0.15% of 340,000 active; in the data active means activity change below about -80%; inconclusive means between about -30% and that limit;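 further: parasites exposed to compound for two days anaerobically before the ATP read; on the % scale 0 is the no-effect control and ±100 the full control effect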
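Giardia lamblia trophozoites (100 cells/well) were incubated with compounds for 48 h at 37 deg C under anaerobic conditions. Viability was read as ATP content by one-step luminescence after 15-30 min at room temperature.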
FLuc modulator: qHTS profiling assay for firefly luciferase inhibitor/activator using purifed enzyme and Km concentrations of substrates (counterscreen for miR-21 project); Luciferin 4-monooxygenase (Photinus pyralis), P08659; purified FLuc, Km substrates, luminescence inhibition; Potency, µM (highest dose often 57.5 µM), without a hit: at the highest dose activity change, negative = inhibition, usual class: inhibitors; 6.9% of 360,000 active; AID 588342, 2011;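 further: potency means the concentration at half of the fitted maximal effect; plate controls were vehicle for no effect and reference inhibitor for full effect; nearly all actives have a fitted effect of over 55% in size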
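Purified P. pyralis luciferase (10nM final) with 10uM D-luciferin and 10uM ATP (Km levels) in 50mM Tris acetate pH 7.5, 10mM Mg acetate, 0.01% Tween-20, 0.05% BSA; qHTS 6-point titration, ~60 µM downward; luminescence read.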
RORg inh: qHTS for inhibitors of ROR gamma transcriptional activity. Nuclear receptor ROR-gamma (Mus musculus), P51450. Drosophila S2 Gal4-RORgamma UAS-luciferase reporter, 20 h. Potency, µM (titrated, usually from 53.6 µM), inactives show top-dose activity change, negative = inhibition, hits mostly inhibitors. 5.4% of 310,000 active. AID 2551, 2010; further: potency means the concentration at half of the fitted maximal effect; on the % scale 0 is the no-effect control and ±100 the full control effect; nearly all actives have a fitted effect of over 60% in size
Target sequence (P51450 whole entry, looked up, the tested form may be a part): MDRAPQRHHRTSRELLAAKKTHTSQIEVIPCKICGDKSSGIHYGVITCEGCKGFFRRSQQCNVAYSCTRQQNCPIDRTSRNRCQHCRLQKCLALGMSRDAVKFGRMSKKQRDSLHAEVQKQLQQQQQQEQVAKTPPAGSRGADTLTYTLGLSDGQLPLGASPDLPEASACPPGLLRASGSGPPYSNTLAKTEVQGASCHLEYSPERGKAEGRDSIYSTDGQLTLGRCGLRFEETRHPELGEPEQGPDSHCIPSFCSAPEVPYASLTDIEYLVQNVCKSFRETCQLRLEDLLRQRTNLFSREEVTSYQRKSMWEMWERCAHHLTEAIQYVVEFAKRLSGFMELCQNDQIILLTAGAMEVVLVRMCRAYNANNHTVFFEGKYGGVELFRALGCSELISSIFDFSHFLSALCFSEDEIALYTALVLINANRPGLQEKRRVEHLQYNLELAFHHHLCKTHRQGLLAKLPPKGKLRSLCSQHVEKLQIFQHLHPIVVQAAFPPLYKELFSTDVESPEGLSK
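Drosophila S2 cells stably expressing Gal4-DBD/mouse RORγ fusion under metallothionein promoter plus UAS-luciferase; compound 1 h, then 700 uM CuSO4 induction for 20 h at ambient temperature; inhibition read as reduced luminescence.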
Rab9 prom act: qHTS Assay for Rab9 Promoter Activators; Huh7 Rab9 promoter-luciferase reporter, luminescence, 24 h; Potency, µM (top dose mostly 9.22 µM), for inactives: at the top dose activation, negative = inhibition, usual class: activators; 2.8% of 320,000 active; AID 485297, 2010; further: potency means the concentration at half of the fitted maximal effect; % of control where 0% means no effect; nearly all actives have a fitted effect of over 60% in size
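Luciferase signal after 10 min detection reagent at ambient indicates Rab9 promoter upregulation; stably transfected Huh7 cells were treated 24 h with compound in DMSO at 37 °C, 5% CO2.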
ELG1 genotox: qHTS screen for small molecules that induce genotoxicity in human embryonic kidney (HEK293T) cells expressing luciferase-tagged ELG1. HEK293T ELG1-luciferase reporter, luminescence, 16 h. Potency, µM (highest dose often 46 µM), inactives show at the highest dose activity change, positive = activation, hits mostly activators. 1.3% of 330,000 active. AID 504466, 2011; further: potency means the concentration at half of the fitted maximal effect; % of control where 0% means no effect; nearly all actives have a fitted effect of over 60% in size
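Quantitative HTS format in 1536-well plates. HEK293T ELG1-luciferase reporter cells receive test compound and are incubated 16 hr at 37 °C, 5% CO2; ONE-Glo added, 30 min room temperature, then luminescence read.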
KCNH2 3.1 block: qHTS for Inhibitors of KCHN2 3.1: Mutant qHTS. AID 720553, 2013. Potassium voltage-gated channel subfamily H member 2, brain isoform KCNH2 3.1 (human). activity change, % (tested at about 1.8 µM). 0.95% of 340,000 active. U2OS KCNH2 3.1, thallium flux FluxOr; active compounds read low;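 active means maximum activity change below -70%; inconclusive means maximum activity change from -70% to -50%; inactive means maximum activity change above -50%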;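 further: thallium influx rate constant from kinetic fluorescence after stimulation buffer; on the % scale 0 is the no-effect control and ±100 the full control effect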
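We transduce U2OS cells with the mutant 3.1 virus, culture them overnight, load FluxOr with Red40 quencher for 45 min, then add stimulation buffer and read kinetically for 2 min to derive a normalized rate constant.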
Starred values were filed as active, the others as inactive; & = joins results of further samples; [ ] = dose if it differs, or a comment. Unless noted, the call rests on the fitted dose curve; in most records, active means well fitted curve in the direction sought with a large enough effect; inconclusive means small, poorly fitted or top-dose-only effect, or another doubt; inactive means no such curve, though single readings can be large; an effect the other way counts as inactive or inconclusive. Hits appear at their usual frequency; any-hit rate near 14%.

Screening NC(=O)C1=C[C@@H](c2ccc(Br)cc2)C[C@@H](OCc2ccc(CO)cc2)O1 returned Coupling enz 0, uPA surface inh -15%, NPC1 promoter act 1%, Tb PFK block 0%, Gal4-VP16 FLuc 17%, Giardia killer -1, FLuc modulator -2%, RORg inh inconclusive, Rab9 prom act 2%, ELG1 genotox -1% and KCNH2 3.1 block -11.
For Cc1cc(C)nc(Nc2ccc(N3CCOCC3)cc2)n1 the results were Coupling enz -13, uPA surface inh -3%, NPC1 promoter act 17%, Tb PFK block 2%, Gal4-VP16 FLuc -10%, Giardia killer -11, FLuc modulator inconclusive, RORg inh 5%, Rab9 prom act 10% and ELG1 genotox 12%.
For O=C(O)c1ccccc1-c1nc2ccccc2c(=O)[nH]1 the results were Coupling enz 3, uPA surface inh 1%, NPC1 promoter act 4%, Tb PFK block 5%, Gal4-VP16 FLuc 0%, Giardia killer -1, FLuc modulator 1%, RORg inh -27%, Rab9 prom act -2%, ELG1 genotox 1% and KCNH2 3.1 block -46.
O=C(NCCc1ccccc1)C(c1ccncc1)N(C(=O)c1csnn1)C1CC1 (centres undefined) was read as Coupling enz 1, uPA surface inh 4%, NPC1 promoter act 1%, Tb PFK block 1%, Gal4-VP16 FLuc -3%, Giardia killer 18, FLuc modulator 0%, RORg inh 1%, Rab9 prom act -8%, ELG1 genotox -1% and KCNH2 3.1 block 6.
For CSc1nc2nc3c(cc2c(=O)[nH]1)C(O)Oc1ccc(C)cc1-3 (centres undefined) the results were Coupling enz 10, uPA surface inh -5%, NPC1 promoter act -5%, Tb PFK block -5%, Gal4-VP16 FLuc -5%, Giardia killer 4, FLuc modulator inconclusive, RORg inh 7%, Rab9 prom act 1%, ELG1 genotox -5% and KCNH2 3.1 block -10.
For Cc1ccc(NC(=O)CCC(=O)NNC(=O)/C=C/C(=O)O)c(C)c1 the results were Coupling enz 1, uPA surface inh -1%, NPC1 promoter act -1%, Tb PFK block 4%, Gal4-VP16 FLuc inconclusive, Giardia killer 13, FLuc modulator 4%, RORg inh -6%, Rab9 prom act -12%, ELG1 genotox -1% and KCNH2 3.1 block 9.
`COc1cccc2c1N1C(=O)c3c(C(=O)O)cccc3C1CC2(C)C` (centres undefined) gave Coupling enz 0, uPA surface inh 8%, NPC1 promoter act 1%, Tb PFK block -3%, Gal4-VP16 FLuc 2%, Giardia killer 18, FLuc modulator 9%, RORg inh 19%, Rab9 prom act -7%, ELG1 genotox -1% and KCNH2 3.1 block 5.
`O=C(O)c1ccc(-c2nc3ccccc3s2)o1` gave Coupling enz 3, uPA surface inh -4%, NPC1 promoter act inconclusive, Tb PFK block 14%, Gal4-VP16 FLuc 1%, Giardia killer -10, FLuc modulator 6µM*, RORg inh 1%, Rab9 prom act inconclusive, ELG1 genotox 12% and KCNH2 3.1 block 14.
COc1ccccc1N1CCN(C(=O)CCS(=O)(=O)c2ccc3c(c2)oc(=O)n3C)CC1 was read as uPA surface inh 7%, NPC1 promoter act 16%, Tb PFK block -5%, Gal4-VP16 FLuc -11%, Giardia killer -4, FLuc modulator 3%&2%, RORg inh 3%, Rab9 prom act -3%, ELG1 genotox 1% and KCNH2 3.1 block 1.
Screening O=C(CSCc1ccccc1Br)NNC(=S)NCc1ccco1 returned Coupling enz 1, uPA surface inh 5%, NPC1 promoter act -11%, Tb PFK block 2%, Gal4-VP16 FLuc 10µM*, Giardia killer 0, FLuc modulator -2%, RORg inh inconclusive, Rab9 prom act 0%, ELG1 genotox -5% and KCNH2 3.1 block -13.
Screening O=C(Nc1ccc(Cc2ccc(NC(=O)C3CC3)c(O)c2)cc1O)C1CC1 returned Coupling enz 1, uPA surface inh 5%, NPC1 promoter act 6%, Tb PFK block 12%, Gal4-VP16 FLuc 1%, Giardia killer 10, FLuc modulator inconclusive, RORg inh 45%, Rab9 prom act 1%, ELG1 genotox 6% and KCNH2 3.1 block -17.
For CCOc1ccc(S(=O)(=O)N2CCC(C(=O)OCc3cccc(OC)c3OC)CC2)cc1 the results were uPA surface inh 0%, NPC1 promoter act 4%, Tb PFK block -8%, Giardia killer 9, FLuc modulator -1%, Rab9 prom act -3%, ELG1 genotox 1% and KCNH2 3.1 block -18.
`CCc1ccc(OCC(=O)O/N=C(\N)c2ccncc2)c(Br)c1` gave uPA surface inh -10%, NPC1 promoter act 3.2µM*, Tb PFK block 1%, Gal4-VP16 FLuc -9%, Giardia killer 16, FLuc modulator 7.6µM*, RORg inh 38%, Rab9 prom act 2µM*, ELG1 genotox inconclusive and KCNH2 3.1 block 1.
Screening Cc1cc(N/N=C/c2ccc(N(C)C)cc2)c2ccccc2n1 returned Coupling enz 0, uPA surface inh -6%, NPC1 promoter act -3%, Tb PFK block 1%, Gal4-VP16 FLuc inconclusive, Giardia killer 5, FLuc modulator inconclusive, RORg inh 16µM*, Rab9 prom act -3%, ELG1 genotox 8% and KCNH2 3.1 block -12.
`Cc1cccc(OCC(=O)Nc2ccc(C(=O)Nc3ccccc3C(=O)O)cc2)c1C` gave Coupling enz 18, uPA surface inh 6%, NPC1 promoter act 0%, Tb PFK block -20%, Gal4-VP16 FLuc -1%, Giardia killer 7, FLuc modulator 4%, RORg inh -15%, Rab9 prom act -2%, ELG1 genotox -2% and KCNH2 3.1 block -20.
`O=C(NC(=S)Nc1ccc2ncccc2c1)c1ccccc1` gave Coupling enz -3, uPA surface inh 2%, NPC1 promoter act 2.8µM*, Tb PFK block 11%, Gal4-VP16 FLuc -21%, Giardia killer 0, FLuc modulator inconclusive, RORg inh inconclusive, Rab9 prom act 2.2µM*, ELG1 genotox inconclusive and KCNH2 3.1 block 10.
`Cc1n[nH]c(=O)c2c(NC(=O)CSc3ccccc3F)oc(C)c12` gave uPA surface inh 0%, NPC1 promoter act 2%, Tb PFK block -4%, Giardia killer 9, FLuc modulator -3%, Rab9 prom act -2%, ELG1 genotox 3% and KCNH2 3.1 block 18.
For O=C(NCCCNC(=O)c1cnccn1)c1cccc(Cl)c1 the results were Coupling enz -4, uPA surface inh 2%, NPC1 promoter act 0%, Tb PFK block -2%, Gal4-VP16 FLuc 8%, Giardia killer -7, FLuc modulator 0%, RORg inh -1%, Rab9 prom act -1%, ELG1 genotox 5% and KCNH2 3.1 block -17.
COc1cccc2c(=O)n(CC(=O)Nc3ccc(F)cc3)ccc12 was read as Coupling enz -1, uPA surface inh 1%, NPC1 promoter act 0%, Tb PFK block 1%, Gal4-VP16 FLuc -9%, Giardia killer 42[activator], FLuc modulator 7%, RORg inh -18%, Rab9 prom act -1%, ELG1 genotox inconclusive and KCNH2 3.1 block -1.
Screening COc1ccccc1C1c2[nH]c3ccccc3c2CCN1Cc1cnc(C)s1 (centres undefined) returned Coupling enz 0, uPA surface inh 0%, NPC1 promoter act -5%, Tb PFK block 1%, Gal4-VP16 FLuc -1%, Giardia killer -2, FLuc modulator 0%, RORg inh -24%, Rab9 prom act -4%, ELG1 genotox -12% and KCNH2 3.1 block -3.
`CCOC(=O)Cn1c(=O)oc2cc(S(=O)(=O)N(C)c3cccc(C)c3)ccc21` gave Coupling enz 2, uPA surface inh 1%, NPC1 promoter act 1%, Tb PFK block -3%, Gal4-VP16 FLuc 1%, Giardia killer -8, FLuc modulator 1%, RORg inh 30%, Rab9 prom act 1%, ELG1 genotox -3% and KCNH2 3.1 block 14.
For CCOCCCNC(=O)/C(C#N)=C/c1ccccc1F the results were Coupling enz 2, uPA surface inh -2%, NPC1 promoter act 0%, Tb PFK block -7%, Gal4-VP16 FLuc 6%, Giardia killer -3, FLuc modulator -8%, RORg inh -21%, Rab9 prom act 0%, ELG1 genotox 4% and KCNH2 3.1 block -21.
For N#Cc1ccccc1COC(=O)CCN=C1NS(=O)(=O)c2ccccc21 the results were uPA surface inh 0%, Tb PFK block 4%, Giardia killer -5, ELG1 genotox -3% and KCNH2 3.1 block 11.
`COc1cc(C(=O)N2CCN(C(=O)c3ccccc3)CC2)cc(OC)c1OC` gave Coupling enz 1, uPA surface inh -1%, NPC1 promoter act 1%, Tb PFK block -6%[0.46 µM], Gal4-VP16 FLuc -8%, Giardia killer 11, FLuc modulator 1%, RORg inh -5%, Rab9 prom act 7%, ELG1 genotox -1% and KCNH2 3.1 block -13.
For O=C(NCCCO)/C(=C\c1ccco1)NC(=O)c1ccco1 the results were Coupling enz -5, uPA surface inh 16%, NPC1 promoter act -2%, Tb PFK block 1%, Gal4-VP16 FLuc -3%, Giardia killer -9, FLuc modulator 2%, RORg inh -26%, Rab9 prom act -3%, ELG1 genotox -1% and KCNH2 3.1 block -38.
